# Bioassay records as filed in PubChem BioAssay.
# BLM helicase inh = inhibitors of human Bloom syndrome helicase BLM. P54132. recombinant BLM DNA unwinding, fluorescence dequenching. Potency, µM (top dose mostly 56.1 µM), for the others: top-dose activity change, negative = inhibition, most hits filed as inhibitors. actives 0.2% (n = 350,000);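 note: plate controls were vehicle for no effect and no enzyme for full effect; nearly all actives have a fitted effect of over 35% in size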
# G9a inh = inhibitors of human histone lysine methyltransferase G9a. Q96KQ7. G9a H3K9 monomethylation, AlphaScreen, 2 h. Potency, µM (top dose mostly 102 µM), inactives show at the top dose activity, negative = inhibition, hits mostly inhibitors. actives 8.8% (n = 350,000). AID 504332; note: % is set by controls: 0 for no effect and ±100 for the full control effect; nearly all actives have a fitted effect of over 75% in size
#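 G9a (20 nM) was preincubated 15 min with compound, then reacted 2 h at room temperature with 500 nM biotin-H3K9 peptide and 20 µM SAM. Monomethyl-H3K9 detected by AlphaScreen using anti-H3K9me1 antibody.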
# BAZ2B inh = blocks human BAZ2B. Q9UIF8. AlphaScreen BAZ2B-H3K14Ac peptide displacement. Potency, µM (titrated, usually from 114 µM), for inactives: at the top dose activity change, negative = inhibition, hits mostly inhibitors. actives 4.4% (n = 360,000). AID 504333; note: % is set by controls: 0 for no effect and ±100 for the full control effect; nearly all actives have a fitted effect of over 60% in size
#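 AlphaScreen displacement of biotin-H3(5-23)K14Ac peptide (50 nM final) from BAZ2B (50 nM final) in PBS pH 7.4, 0.01% Tween-20; complex preformed 30 min RT, then compounds (top 110 uM) 30 min RT, beads 20 min dark.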
# Pin1 inh = human Pin1 inhibition; Q13526; actives 0.009% (n = 390,000); Pin1 FP peptide displacement, HiFluor488, 10 min; Potency, µM (series often up to 115 µM), for inactives: top-dose activity, negative = inhibition, most hits filed as inhibitors; AID 504891; active = well fitted inhibition curve with a large enough effect in the polarisation, with a control signal flat, not every such curve was filed as active; inconclusive = small, poorly fitted or top-dose-only effect, or effect the other way, or a change in a side signal; inactive = no such curve, though single readings can be large or run the other way; the % refers to the polarisation; note: % is set by controls: 0 for no effect and ±100 for the full control effect
# Pol iota inh = inhibitors of human DNA polymerase iota; Pol iota fluorescent replication assay, 10 min; Potency, µM (titrated, usually from 115 µM), without a hit: at the highest dose activity, negative = inhibition, usual class: inhibitors; AID 588590; actives 1% (n = 390,000); Q9UNA4
#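 Fluorescent replication assay read twice, at 0 min and 10 min after adding 50 nM (final) substrate. Enzyme (10 nM) and compounds were first incubated 15 min at room temperature; enzyme-free buffer wells were negative controls.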
# HP1b binding inh = inhibitors of HP1-beta chromodomain binding to methylated histone tails; Potency, µM (top dose mostly 114 µM), for inactives: top-dose activity change, negative = inhibition, usual class: inhibitors; actives 0.56% (n = 390,000); AID 540317; AlphaScreen HP1-beta / biotin-H3K9me3 peptide binding; note: nearly all actives have a fitted effect of over 70% in size; inactives centre near 23
#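 AlphaScreen: HP1-beta (50 nM) preformed 30 min with biotin-H3(1-18)K9me3 peptide (50 nM) in PBS pH 7.4, 0.01% Tween-20. Compound added for 30 min at RT, then streptavidin donor/nickel chelate acceptor beads (10 ug/mL) for 30 min.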
# GLS inhibitor = inhibitors of human glutaminase (GLS) | AID 624170 | actives 0.21% (n = 410,000) | GLS enzymatic activity, qHTS titration | Potency, µM (titrated, usually from 45.5 µM), inactives show at the top dose activity change, negative = inhibition, hits mostly inhibitors; note: % is set by controls: 0 for no effect and ±100 for the full control effect
#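 hKGA in 45 mM KH2PO4 (pH 8.2), 0.02% Tween-20 with compound, then 1mM L-Glutamine (stock as added) plus glutamate oxidase/HRP/Amplex red coupling mix. Fluorescence read initially and after 30 min at RT; signal change reflects glutamate formation.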
# Tb PGK inh = inhibitors of T. brucei phosphoglycerate kinase. Potency, µM (titrated, usually from 57.5 µM), for inactives: top-dose activity change, negative = inhibition, usual class: inhibitors. AID 602233. P07378. actives 0.043% (n = 380,000). PGK/GAPDH coupled, Kinase-Glo luminescence, 60 min; note: % is set by controls: 0 for no effect and ±100 for the full control effect; nearly all actives have a fitted effect of over 60% in size
#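 Luminescent ATP detection (Kinase-Glo Plus) follows a 60-minute room-temperature incubation, with wells lacking PGK as controls. Buffer: 100 mM TEA (pH 7.6), 5 mM MgCl2, 0.01% Tween-20. Coupling enzyme GAPDH (100 nM final) supplies unstable 1,3-BPG in-well.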
# JMJD2A Tudor inh = inhibitors of human JMJD2A Tudor domain; O75164; AlphaScreen JMJD2A-Tudor / H3K4me3 peptide binding; Potency, µM (doses to about 114 µM), inactives show top-dose activity change, negative = inhibition, most hits filed as inhibitors; actives 4.4% (n = 390,000); note: % is set by controls: 0 for no effect and ±100 for the full control effect; nearly all actives have a fitted effect of over 50% in size
# Numbers without * were called inactive; i = inactive; ? = inconclusive; / = no result given; & = joins results of further samples; [ ] = remark or other dose. Unless noted, calls come from the whole dose curve; as a rule, active = well fitted curve in the direction sought with a large enough effect; inconclusive = small, poorly fitted or top-dose-only effect, or another doubt; inactive = no such curve, though single readings can be large; an effect the other way counts as inactive or inconclusive. Potency is the fitted concentration of half-maximal effect. The list is partial; count on the stated rates, not on these rows.
# Below each SMILES: BLM helicase inh	G9a inh	BAZ2B inh	Pin1 inh	Pol iota inh	HP1b binding inh	GLS inhibitor	Tb PGK inh	JMJD2A Tudor inh
> COC(=O)CCC(=O)NC(=S)Nc1cc(Cl)ccc1Cl
  -5%	?	-20%	-1%	-30%	12%	-10%	/	-20%
> CC1Cc2ccccc2N1C(=O)C(C)n1cc(C(F)(F)F)cc(Cl)c1=O (configuration not stated)
  /	?	12%	-1%	-8%	33%	5%	-10%	-5%
> O=C(NNc1cc(C(F)(F)F)ccc1Cl)c1ccc(=O)[nH]c1
  1%	-32%	4%	-2%	17%	2%	-1%	-9%	-14%
> COc1ccc(CCNC(=O)c2c(O)nc3c(C)cccn3c2=O)cc1
  -3%	1%[59 µM]	9%	-4%	24%	61%[activator]	-15%	i	-4%
> COc1ccc(NC(=O)NNC(=O)COc2ccc3cc(Br)ccc3c2)c(OC)c1
  -1%	36%	-14%	-2%	10%	28%	7%	-1%	-1%
> CC(C(=O)NCc1ccccc1)N(Cc1ccccc1Cl)C(=O)c1snc(C(N)=O)c1N (configuration not stated)
  -5%	-3%	3%	-1%	-2%	16%	4%	1%	-1%
> COc1cccc(-c2cc(C(=O)Nc3cc(C)on3)no2)c1
  -7%	-5%	-4%	60%[activator]	-8%	31%	0%	-11%	-16%
> COc1ccc(-c2noc(CN(C(C)C)S(=O)(=O)c3ccc(Br)cc3)n2)cc1
  -4%	48%[activator][59 µM]	5%	9%	-11%	73%[activator]	-1%	/	28%
> Cc1cccc(C)c1NC(=O)/C(=C/c1ccco1)c1ccccc1
  -24%	32µM*	-37%	0%	0%	1%	3%	0%	-18%
> CCN(CC)S(=O)(=O)N1CCN(S(=O)(=O)N2CCOCC2)CC1
  -5%	9%	10%	-3%	6%	35%	0%	2%	-2%
> CCOc1ccc(S(=O)(=O)NN2Cc3ccccc3C2=N)cc1
  -5%	?	2%	-18%	-10%	18%	10%	-12%	2%
> O=C(CC1C(=O)NCCN1CC(c1ccccc1)c1ccccc1)NCCc1cn[nH]c1 (configuration not stated)
  6%	45µM*	8%	-15%	14%	5%	4%	3%	-24%
> COc1cc(OC)cc(C(=O)NNC(=O)CCNS(=O)(=O)c2ccc(Br)cc2)c1
  /	/	/	3%	10%	31%	2%	-1%	-7%
> O=C(CCn1c(=O)[nH]c2ccsc2c1=O)NCCc1ccc(Cl)cc1
  -2%	-2%	7%	8%	0%	29%	0%	-6%	-1%
> O=Cc1cn(CCC(=O)O)nc1-c1cccc(Br)c1
  -6%	4%	-17%	-7%	17%	70%[activator]	2%	i	-13%
> Cc1nnc(SCc2ccc3c(c2)OCO3)s1
  -3%	/	-4%	-2%	14%	3%	16%	i	-5%
> CC(C)(C)c1ccc(C(=O)Nc2ccccc2C(=O)NCCN2CCOCC2)cc1
  -2%	-6%	-18%[57.1 µM]	-1%	-19%	66%[activator]	-10%	-6%	-18%
> Cc1[nH]c2ccccc2c1Cc1nnc(SCC(N)=O)o1
  6%	-8%[59 µM]	-2%	2%	-8%	43%[activator]	6%	8%	-14%
> CN(C)c1ccc(C2C=C(c3ccccc3)Nc3nnnn32)cc1 (configuration not stated)
  -4%	?	5%	?	-3%	36%	18%	i	-10%
> C/C(=N\NC(=O)CNC(=O)c1ccccc1F)c1ccco1
  1%	10%	2%	3%	0%	9%	0%	-6%	-4%
> CN(C)S(=O)(=O)c1ccc(NC(=O)COC(=O)C2COc3ccccc3O2)cc1 (configuration not stated)
  -2%	-10%	-20%	0%	-4%	20%	8%	10%	-16%
> CN(C)S(=O)(=O)c1ccc(N2CCCC2)c(C(=O)N2CCN(S(=O)(=O)c3ccccc3F)CC2)c1
  /	-10%	12%	-6%	14%	-13%	2%	9%	-20%
> Cc1nn(C)c(C(=O)N/N=C/c2ccc(-c3ccccc3)cc2)c1Cl
  -1%	53%	-3%	5%	-2%	24%	-1%	-9%	-5%
> COc1ccc(NC(=O)CN2CCN(CC#N)CC2)cc1
  -2%	?	0%	-9%	113%[activator]	51%[activator]	-1%	-7%	-7%
> CC(=O)Nc1cccc(NC(=O)CN2C(=O)CCSc3ccccc32)c1
  -11%	-1%[59 µM]	-3%	0%	4%	30%	1%	4%	-17%
> COc1ccc(CCNC2=C(Cl)C(=O)N(Cc3ccccc3)C2=O)cc1OC
  -3%	77%[activator]	91%[activator]	15%	-22%	129%[activator]	7%	-2%	56%[activator]
> CCc1nn(CC(=O)NCC(C)c2ccccc2)c(=O)c2cc3c(OC)cccc3n12 (configuration not stated)
  -8%	14%[59 µM]	-5%	-1%	19%	14%	-16%	-1%	2%
> CC(=O)Nc1c2c(nn1-c1cccc(Cl)c1)CS(=O)(=O)C2
  1%	-3%	-10%[57.1 µM]	2%	11%	24%	0%	-9%	-3%
> CC1(C(=O)O)Cc2ccccc2C(=O)O1 (configuration not stated)
  0%	-20%	?	0%	-22%	63%[activator]	-2%	-2%	-13%
> COC(=O)N/N=C/c1cn(Cc2c(Cl)cccc2Cl)c2ccccc12
  -6%	?	-31%	20%	?	2%	8%	1%	-23%

# Compound profiles, as listed above. Order of screens: BLM helicase inh | G9a inh | BAZ2B inh | Pin1 inh | Pol iota inh | HP1b binding inh | GLS inhibitor | Tb PGK inh | JMJD2A Tudor inh
# Profile of `O=C(CCn1c(=O)[nH]c2ccsc2c1=O)NCCc1ccc(Cl)cc1` : -2% | -2% | 7% | 8% | 0% | 29% | 0% | -6% | -1%
# Profile of `COc1ccc(-c2noc(CN(C(C)C)S(=O)(=O)c3ccc(Br)cc3)n2)cc1` : -4% | 48%[activator][59 µM] | 5% | 9% | -11% | 73%[activator] | -1% | / | 28%

# Other structures.
# Below each SMILES: BLM helicase inh	G9a inh	BAZ2B inh	Pin1 inh	Pol iota inh	HP1b binding inh	GLS inhibitor	Tb PGK inh	JMJD2A Tudor inh
> COc1cc(NC(=O)CN2C(=O)C(c3ccccc3)=NC2(C)C)cc(OC)c1
  0%	10%	0%	2%	-15%	23%	9%	7%	-6%
> O=C(NCc1nnc(SCC(=O)N2CCOCC2)o1)c1c(F)cccc1F
  0%	19%	5%	2%	16%	17%	4%	-3%	-14%
> O=C(O)CC(NC(=O)C12CC3CC(CC(C3)C1)C2)c1cc([N+](=O)[O-])ccc1Cl (configuration not stated)
  6%	-15%	-38%	1%	133%[activator]	-1%	7%	-2%	56µM*
> COc1ccc(S(=O)(=O)Nc2cccc(-c3ccc(N4CCCCCC4)nn3)c2)cc1OC
  -10%&-5%	?	-29%&-18%	11%&13%	-3%&13%	16%	0%&16%	-5%	-34%&-34%
> Cc1nn(CCOc2ccccc2Cl)c(C)c1[N+](=O)[O-]
  -5%	50µM*	4%	1%	7%	10%	-1%	-3%	-8%
> Cc1ccc(NC(=O)N(CCC#N)Cc2ccccc2)cc1
  -3%	/	5%	-4%	22%	40%[activator]	3%	-2%	2%
> CCCCNC(=O)CS(=O)Cc1nc(-c2cccc(Cl)c2)oc1C (configuration not stated)
  -2%	?	8%	-2%	-19%	24%	4%	9%	-23%
> O=C(COC(=O)c1c(F)cccc1F)c1ccc[nH]1
  -7%	6%	-7%	?	?	7%	-1%	3%	-14%
> O=C(Nc1nc(-c2ccccc2)cs1)c1ccc2c(=O)n3c(nc2c1)CCCCC3
  -5%	-14%	-3%	29%	12%	30%	5%	2%	-5%
> CCCc1nnc(NC(=O)CCN2C(=O)c3ccccc3C2=O)s1
  -2%	8%[59 µM]	-1%	-2%	14%	55%[activator]	-6%	-7%	-7%
> O=C1[C@H]2[C@@H](c3ccc(Cl)cc3)N3C(=O)N(c4cccc(Cl)c4)C(=O)[C@@]3(Cc3ccc(Cl)cc3)[C@H]2C(=O)N1C1CCCCC1
  /	1%[2.33 µM]	3%	8%	-3%	23%	4%	3%	-9%
> Cc1ccc(Nc2c([N+](=O)[O-])ccc3nonc23)cc1C
  -1%	?	-31%	-11%	11%	-11%	2%	-9%	?
> COc1ccc(NC(=O)CSc2nnc(CCC(=O)O)c(=O)n2N)cc1
  -2%	?	2%	0%	?	44%[activator]	-5%	/	-14%
> Cc1nc2c(c(=O)c3ccccc3n2C)c(=O)n1-c1ccccc1
  5%	7%	-3%	?	58%[activator]	16%	-18%	-9%	-12%
> Cc1ccc(NC(=O)c2ccccc2N2C(=O)C3C4C=CC(C5CC45)C3C2=O)cc1C (configuration not stated)
  -4%	61%[activator]	-20%	-3%	-4%	12%	1%	i	-19%
> O=C(CCNS(=O)(=O)c1ccc2[nH]c(=O)oc2c1)Nc1cccc(Br)c1
  0%	0%	-26%	-3%	12%	34%	-7%	5%	3%
> COc1cccc(C2CC(c3cccs3)=NN2C(=O)c2ccco2)c1O (configuration not stated)
  -2%	3%[59 µM]	-31%	-4%	132%[activator]	15%	10%	-7%	-29%
> CCOC(=O)c1cccc(NC(=O)CSc2cc(=O)n(C)c3ccccc23)c1
  -1%	1%[59 µM]	/	?	-8%	3%	-5%	i	-18%
> CC1CC(=O)N(c2ccc(NCc3ccccc3Cl)c([N+](=O)[O-])c2)C1=O (configuration not stated)
  -1%	?	?	16%	-2%	-30%	6%	-2%	-30%[57.1 µM]
> COc1ccc(-c2noc(CSc3nnc(C)n3-c3ccc(F)cc3)n2)cc1
  -2%	-26%[59 µM]	-10%	-2%	9%	23%	1%	-1%	-11%
> CC(C)Oc1ccc(CNC(=O)CCCn2c(=O)c3cccn3c3cccnc32)cc1
  -4%	-23%[59 µM]	?	4%	13%	15%	1%	4%	-17%
> Cc1ccc(C(O)c2nc3ccccc3n2C)cc1 (configuration not stated)
  -5%	-14%[59 µM]	-30%	0%	-15%	32%	-1%	-7%	3%
> CC1CCCC(C)N1C(=O)COC(=O)c1cc(-c2cccs2)nn1-c1ccccc1 (configuration not stated)
  /	19%[0.501 µM]	-3%	-2%	5%	12%	8%	-2%	-20%
> CCC(=O)N1CCc2cc(Br)cc(S(=O)(=O)N3CCCC(C(=O)Nc4ccc(CC)cc4)C3)c21 (configuration not stated)
  -10%	-31%[59 µM]	1%	15%	-11%	5%	-1%	0%	-21%
> S=C(NC12CC3CC(CC(C3)C1)C2)N1CCCC1
  2%	12%[59 µM]	7%	1%	35%[activator]	26%	7%	-3%	-12%
